Screening results deposited in PubChem by NCI.
Growth percent in the NCI-60 one-dose screen (48 h, 10 µM unless noted): 100 = growth as untreated, 0 = no growth, -100 = all killed.
HS 578T – HS 578T breast cancer. 4.1% of 78,000 active. AID 1794788
T-47D – T-47D breast cancer; 5% of 79,000 active
MDA-MB-231 – MDA-MB-231 breast cancer. 5% of 81,000 active. AID 1794789
MCF7 – MCF7 breast cancer. 6.3% of 82,000 active. AID 1794796
LOX IMVI – LOX IMVI melanoma; 7.4% of 79,000 active; AID 1794757
MDA-MB-468 – MDA-MB-468 breast cancer. 8.5% of 78,000 active
SK-MEL-28 – SK-MEL-28 melanoma; 4.1% of 81,000 active; AID 1794761
BT-549 – BT-549 breast cancer | AID 1794793 | 4.4% of 78,000 active
The depositor's hits bear a star; · = no result given; & = joins results of further samples; [ ] = another dose, or the depositor's remark. The calls were made as follows: active = growth percent below 10; inactive = the rest.

SMILES	HS 578T	T-47D	MDA-MB-231	MCF7	LOX IMVI	MDA-MB-468	SK-MEL-28	BT-549
CCCC(O)c1ccccc1 (stereo not drawn)	103	99	103	93	105	70	111	108
O=c1cc(Cl)[nH]c(=O)[nH]1	103	95	111	93	101	101	105	103
COc1ccc(COc2ccc(/C=C3\C(=O)Nc4ccc(Cl)cc43)cc2)cc1	102	104	102	93	106	103	98	110
COc1ccc2c(c1)cn1c3ccc(OC)cc3[nH]c(=O)c21	·	-32*	-87*	-47*	-80*	-12*	61	-1.0*
CC(=O)c1cccc(NC(=O)c2ccc(-c3cccc([N+](=O)[O-])c3)o2)c1	95	65	103	93	99	83	97	94
CCOC(=O)c1c(C)c[nH]c1C	·	108	115	107	110	123	123	106
CCCCCC(C)NCC(C)O (stereo not drawn)	116	·	95	107	99	105	115	105
O=C(C1=C(O)C(=O)N(c2nncs2)C1c1cccc(Br)c1)c1cccs1 (stereo not drawn)	95	96	101	35	100	·	129	99
COc1ccc2cc(-c3ccnc4c(N=Nc5ccc(Cl)cc5)c(-c5ccccc5)nn34)ccc2c1	100	73	103	86	100	118	105	98
CC(C)(CO)NCC(O)CS(=O)(=O)O (stereo not drawn)	107	101	101	100	94	121	108	101
CC(=O)OCC1OC([n+]2c([O-])cc(=O)n3ccsc32)C(OC(C)=O)C1OC(C)=O (stereo not drawn)	99	96	107	96	96	100	110	102
Nc1nc(N)c2[nH]c(=O)[nH]c2n1	107	96	113	92	97	93	113	94
CCCCN(CCCC)C(=N)c1ccc(OC)c(OC)c1	103	74	95	90	91	99	98	88
CC(=O)Nc1ccccc1-c1ccccc1[N+](=O)[O-]	116	101	100	106	99	111	120	105
NS(=O)(=O)c1ccc(CCn2c(SCc3ccc([N+](=O)[O-])cc3)nc3ccccc3c2=O)cc1	86	71	81	53	68	92	100	92
COc1ccc(-c2nn(CC(=O)N3CCOCC3)c3ncnc(N)c23)cc1	96	101	103	99	103	106	102	90
Cc1cc(NNC(N)=S)c2ccccc2c1N=NC(N)=S	79	98	99	92	98	114	110	98
O=C(CSc1nc2sc3c(c2c(=O)n1-c1ccc(Cl)cc1)CCCC3)Nc1nc(-c2cccc([N+](=O)[O-])c2)cs1	108	104	93	94	95	110	113	99
CCCCNC(=O)Oc1ccc(/C(=C(/C)Cc2ccc(OC)cc2)c2ccc(OCCN(CC)CC)cc2)cc1	77	42	89	29	75	76	83	87
N#Cc1c(-c2ccc(C(F)(F)F)cc2)cc(NCCn2ccnc2)n2c1nc1ccccc12	77	89	56	88	62	85	93	70
O=S(=O)(NCCCNc1nccc(-n2ccc3cccnc32)n1)c1cccc(Br)c1	107	96	106	105	100	101	108	·
C#CCC1(c2cccc(C(F)(F)F)c2)NS(=O)(=O)c2ccccc21 (stereo not drawn)	109	82	100	85	98	94	105	89
N#CNc1nc2ccccc2[nH]1	87	92	91	107	91	114	105	105
C#CCOc1ccccc1C(OC(=O)c1cccc(OC)c1)C(=O)NC(C)(C)C(C)(C)C (stereo not drawn)	97	79	83	76	87	74	93	85
Cc1c(O)cccc1Cl	108	110	99	94	92	112	100	117
SMILES	HS 578T	T-47D	MDA-MB-231	MCF7	LOX IMVI	MDA-MB-468	SK-MEL-28	BT-549
C/C(=C\C(=O)Nc1ncn[nH]1)Nc1ncn[nH]1	107	102	116	98	94	96	108	100
CCOC(CN1CCN(CC(C)C(=O)c2ccccc2)CC1)c1ccccc1 (stereo not drawn)	115	93	96	81	101	87	98	115
COC(=O)c1ccc(I)c(C)c1	115	110	106	115	97	119	129	109
CNS(=O)(=O)Oc1ccc(-c2cn3ccsc3n2)cc1	109	105	109	74	103	89	117	110
O=C(c1ccc(F)cc1)c1cc2ccccc2o1	105	98	100	94	103	93	104	91
COc1ccc(C2=NN(C=O)C(c3ccc(Cl)cc3)C2)cc1S(=O)(=O)Nc1cccnc1 (stereo not drawn)	90	93	101	97	100	108	112	107
NC1(c2ccc(-c3ccc4ncnc(NCc5ccccc5)c4c3)cn2)COC1	105&105	107&108	106&105	99&102	102&99	103&102	107&104	106&109
O=C(/C=C/c1ccc(Cl)cc1)Nc1ccc(C=C2c3ccccc3C(=O)c3ccccc32)cc1	91	60	77	70	78	51	81	90
C=CCn1cc(COc2cccnc2NC(=O)c2ccccc2)nn1	113	113	103	95	99	92	102	93
COc1ccc2c(-c3nnc(N)o3)cc(=O)oc2c1	91	101	103	93	98	100	100	96
Cc1ccccc1NC(=O)NNc1ccccc1	90	·	103	90	97	110	117	·
Cc1nnc(SCC2=C(C(=O)O)N3C(=O)[C@@H](NC(=O)Cn4cnnn4)[C@H]3SC2)s1	117	98	106	93	97	107	107	108
CN(C)C(=O)C1=NC(CO)C(=O)N(c2ccc(Cl)cc2)N1 (stereo not drawn)	104	99	98	96	95	95	107	99
N#Cc1c(-c2ccco2)nc(SCC(O)CN2CCOCC2)[nH]c1=O (stereo not drawn)	70	108	107	112	103	·	120	75
Cc1[nH]c2ncnc(Oc3ccc(NC(=O)Nc4ccc(Cl)c(C(F)(F)F)c4)cc3)c2c1C	74	37	45	32	43	70	60	79
COc1cc2oc(-c3cccc(NC(=O)CNC(=O)OC(C)(C)C)c3)cc(=O)c2c(OC)c1OC	92	77	92	85	75	81	107	103
CCCCOC1=NN(c2ccccc2)C(c2ccc(Cl)cc2)N2CCC[C@@H]12 (stereo partly drawn)	·	66	96	91	95	98	113	101
COc1cccc(-c2nn(C(C)(C)C)cc2-c2ccnc(NCCCNS(=O)(=O)c3ccccc3)c2)c1	100&99	55&101	97&110	85&95	98	78&99	96&110	90&104
CN1C(=O)C2=C(NCCN(C(=O)[C@@H](Cl)c3ccccc3)C2c2ccc(Cl)c(Cl)c2)C1(C)C (stereo partly drawn)	115	·	98	93	94	91	111	90
CCCC(O)CN (stereo not drawn)	98	·	108	95	106	91	107	96
CC(C)(C)CC(C)(C)Nc1c(-c2c(O)c3ccccc3oc2=O)nc2ccc(Cl)cn12	115	87	97	100	91	96	104	99
CS(=O)(=O)CC(=N\O)/C(CS(C)(=O)=O)=N/O	99	97	110	94	·	116	107	106
Nc1nc(Nc2cccnc2)sc1C(=O)c1ccccc1F	58	33	83	9.4*	30	·	66	12
CCOc1cc2c(cc1OCC)C(c1cc(Cl)ccc1O)NCC2 (stereo not drawn)	102	65	84	75	91	105	100	115
CC/C(=C(\c1ccc(OCCN2CCCCC2)cc1)c1ccc(OC(=O)Cc2ccccc2)cc1)c1ccccc1	104	64	97	44	99	85	112	99
SMILES	HS 578T	T-47D	MDA-MB-231	MCF7	LOX IMVI	MDA-MB-468	SK-MEL-28	BT-549
CCOCC(=O)C(C#N)c1ccc(Cl)c(Cl)c1 (stereo not drawn)	100	124	105	92	100	91	100	104
Cc1ccc[n+](CC(=O)c2ccc(Br)cc2)c1	104	98	95	91	103	96	101	106
Cn1c2nc(=O)[nH]c(=O)c-2cc2ccccc21	98	108	105	105	105	116	117	123
C=C(C)[C@@H]1CC[C@]2(C(=O)NCCCC[C@@H](CO)NCCN)CC[C@]3(C)[C@H](CC[C@@H]4[C@@]5(C)CC[C@H](O)C(C)(C)[C@@H]5CC[C@]43C)[C@@H]12	93	79	107	102	100	81	111	105
O=[N+]([O-])c1cccc([I+]c2ccccc2)c1	50	50	83	38	36	20	61	63
Cc1cccc(C)c1-n1cnc2ccccc2c1=O	106	96	90	103	91	97	114	114
Cc1cc2c(n1C)CSCC2=O	91[100 µM]	93[100 µM]	95[100 µM]	96[100 µM]	98[100 µM]	106[100 µM]	113[100 µM]	91[100 µM]
CO[C@H]1CO[C@H]2[C@@H]1OC[C@H]2OC	136	95	101	95	101	88	106	95
CC1=NC2=NC(=O)/C(=C3/N=C(C)C=C(c4ccccc4)N3N)NN2C(c2ccccc2)=C1	116	102	72	94	102	109	109	111
COC(=O)C(OCc1ccccc1Br)C(=O)Nc1ccc([N+](=O)[O-])cc1 (stereo not drawn)	103	103	104	97	97	105	114	104
C(=N\N1CCCCCC1)/c1ccccc1	104	112	94	98	108	91	104	98
CC1(C)C(=O)CC[C@]2(C)[C@H]3CC=C4[C@@H]5C[C@@](C)(c6nnc(-c7ccncc7)o6)CC[C@]5(C)CC[C@@]4(C)[C@]3(C)CC[C@@H]12	96	97	111	94	95	121	110	110
O=C(CNc1nc(-c2cccc([N+](=O)[O-])c2)cs1)Nc1ccc([N+](=O)[O-])cc1Cl	108	102	109	98	113	107	103	100
CCc1ccc(Oc2cn[nH]c2-c2ccc(OCc3ccc(Cl)cc3)cc2O)cc1	88	51	114	80	89	106	108	105
CSC1=Nc2ccccc2N=C(N2CCCC2)C1	116	102	128	100	102	115	107	98
O=C(CCCc1ccncc1)c1ccccc1	112	·	112	103	112	103	119	104
COc1ccc2[nH]cc(-c3noc(C(=O)c4cn(C)c5ccc(F)cc45)n3)c2c1	91	84	90	59	93	102	105	89
O=C(/C=C(O)/C=C/c1coc2ccccc12)/C=C/c1coc2ccccc12	107	90	108	98	96	105	106	103
CC1(C)CC(O)(C(Cl)c2ccccc2)C(=O)c2ccccc21 (stereo not drawn)	92	89	99	100	91	70	105	108
O=[N+]([O-])c1ccc(-c2cn(-c3ccccc3)c(-c3ccccc3)n2)cc1	98	66	49	74	94	·	97	96
O=C1N=c2ccccc2=C/C1=C\c1sc(=O)[nH]c1O	107&112	103&94	95&107	99&87	67&93	115&119	111&117	99&108
CCOC(=O)/C(C#N)=C/c1ccc(F)cc1	105	110	109	92	98	90	103	97
O=C(/C=C/c1ccc2nc(-c3ccc(C(F)(F)F)cc3)sc2c1)c1cc(F)cc(F)c1	104	92	90	96	102	118	107	92
COc1ccc(S(=O)(=O)NCCNc2nc(Nc3ccc(N4CCN(C)CC4)cc3)nc3ccsc23)cc1	86	92	103	96	110	79	97	116
NCCN(CCc1ccccc1)CCc1ccccc1	90	99	70	93	91	63	99	91
SMILES	HS 578T	T-47D	MDA-MB-231	MCF7	LOX IMVI	MDA-MB-468	SK-MEL-28	BT-549
CCOC(=O)CC1CSC(Nc2cc(C(F)(F)F)cc(C(F)(F)F)c2)=N1 (stereo not drawn)	107	85	108	92	98	109	112	99
CCc1c(C)c2ccc(OC(=O)c3ccccc3)c(C(=O)/C=C/c3cc(OC)c(OC)c(OC)c3)c2oc1=O	108	81	115	94	101	119	116	95
C[C@]12CC[C@@H]3c4cc(OC(F)F)c(O)cc4CC[C@H]3[C@@H]1CC[C@@H]2O	85	92	93	118	84	88	93	100
COc1ccc(NC(=S)N/N=C/c2ccc(C#N)cc2)cc1	105	106	101	90	106	104	107	90
CN(C)S(=O)(=O)c1ccc(N)c([N+](=O)[O-])c1	138	99	115	104	94	102	116	102
O=C1C=CN2CC=C[C@H]2[C@H]1O	·	101	107	98	99	104	·	97
Cc1nc2ccccc2c(/C=C/c2ccc(Br)cc2)c1C(=O)c1ccccc1	96	61	95	82	83	85	99	101
CC(C)(C)c1ccc(OC(=O)Nc2ccccc2)cc1	103	100	109	110	102	112	122	87
CSc1nc(N)n2nccc2n1	105	102	100	96	97	114	99	100
N#CC(C#N)=C(O)/C(=C/c1ccc(Cl)cc1Cl)NC(=O)c1ccccc1	50	·	·	79	93	46	97	84
COc1cccc(-c2nc3sccn3c2-c2ccnc(NCCN3CCCN(C(=O)OC(C)(C)C)S3(=O)=O)n2)c1	95	47	90	100	37	82	57	107
COC(=O)COc1ccc([N+](=O)[O-])cc1Cl	120	92	118	93	100	·	109	96
COc1ccc(-c2nc3ccccc3nc2-c2ccc(OC)cc2)cc1	97	56	86	84	85	92	116	123
CCCCOc1nc2ccc([N+](=O)[O-])cc2s1	95	72	84	81	86	80	103	98
COc1cccc(/C=C\C(=O)CCN2CCCC2)c1OC	·	96	94	71	89	69	95	90
CCCC1CC(C(=O)NC(C(C)Cl)C2OC(SC)C(O)C(O)C2O)N(C)C1 (stereo not drawn)	111	100	104	94	99	95	104	104
